From PubChem BioAssay
PI5P4Ka inh – inhibitors of human PI5P4K alpha | AID 652105 | hit rate 1.2% among 330,000 | PI5P4Kalpha enzyme, ADP-Glo luminescence, 60 min; hits give low values | max response, % | P48426; active = max response of -50% or lower; inconclusive = between -30% and -50%; inactive = -30% or higher; also: value at the top dose of about 77 µM; % is scaled to controls: 0 for no effect and ±100 for the full control effect
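Compounds were pin-transferred onto PI5P4Kalpha and substrate in HEPES pH 7.4 buffer with EGTA, CHAPS and 5% DMSO. ATP (5 microM final) started the reaction, which ran 60 minutes at room temperature before ADP-Glo detection.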
EPAC1 agonist – agonists of human EPAC1 | O95398 | EPAC1 agonist qHTS, biochemical assay; response scale: 100% = response to 6.5 mM cAMP | Potency, µM (highest dose often 154 µM), for the others: at the top dose activation, actives largely listed as activators | hit rate 0.073% among 360,000 | AID 720707; also: potency is read from the fitted curve at half-maximal effect; nearly all actives have a fitted effect of over 60% in size
Target sequence (O95398 whole entry, looked up): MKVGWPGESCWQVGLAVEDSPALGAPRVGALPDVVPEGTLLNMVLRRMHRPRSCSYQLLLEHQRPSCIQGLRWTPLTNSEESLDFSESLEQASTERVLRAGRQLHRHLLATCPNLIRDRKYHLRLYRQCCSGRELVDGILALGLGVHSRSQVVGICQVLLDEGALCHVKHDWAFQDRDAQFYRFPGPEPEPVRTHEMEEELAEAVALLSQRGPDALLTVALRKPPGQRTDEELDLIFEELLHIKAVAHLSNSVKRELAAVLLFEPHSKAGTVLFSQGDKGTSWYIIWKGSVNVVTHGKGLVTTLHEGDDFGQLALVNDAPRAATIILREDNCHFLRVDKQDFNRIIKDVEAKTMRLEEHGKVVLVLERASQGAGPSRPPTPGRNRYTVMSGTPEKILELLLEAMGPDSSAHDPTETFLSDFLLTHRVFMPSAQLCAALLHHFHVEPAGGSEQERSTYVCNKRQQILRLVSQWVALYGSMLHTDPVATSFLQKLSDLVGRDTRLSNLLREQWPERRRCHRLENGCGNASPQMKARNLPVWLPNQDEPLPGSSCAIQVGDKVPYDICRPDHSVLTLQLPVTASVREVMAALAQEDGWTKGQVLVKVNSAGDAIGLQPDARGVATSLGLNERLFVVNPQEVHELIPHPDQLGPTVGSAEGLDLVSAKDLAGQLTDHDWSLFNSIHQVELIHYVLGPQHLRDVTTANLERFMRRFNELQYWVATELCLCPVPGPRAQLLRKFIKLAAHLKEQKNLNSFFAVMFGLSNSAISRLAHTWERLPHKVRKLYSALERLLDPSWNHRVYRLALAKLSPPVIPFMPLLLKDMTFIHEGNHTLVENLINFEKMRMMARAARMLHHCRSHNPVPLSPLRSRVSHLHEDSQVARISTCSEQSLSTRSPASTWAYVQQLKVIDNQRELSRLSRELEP
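Normalized to 6.5 mM cAMP, activity reflects EPAC1-catalysed release of BODIPY-GDP from Rap1B, followed kinetically over 30 min at 480 nm excitation, 540 nm emission. Reaction contained 100 nM EPAC1, 250 nM Rap1B-BODIPY-GDP, 50 uM GDP.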
PTHR1 agonist – activates the human parathyroid hormone receptor PTHR1; Q03431; HEK293 GP2 PTHR1 cells, GloSensor cAMP luminescence, 1 h; Potency, µM (series often up to 115 µM), without a hit: at the highest dose activation, most hits filed as activators; hit rate 0.075% among 410,000; AID 743266; also: potency is read from the fitted curve at half-maximal effect; nearly all actives have a fitted effect of over 55% in size; some results filed as inactive show a strong effect at the top dose; inactives centre near -15; many of its hits are not listed in these tables
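HEK-293-derived GP2 cells expressing PTHR1 and a GloSensor cAMP reporter, 3,000/well, plated overnight, given luciferin plus IBMX (each 0.5 mM as added) for 1 h at 37 °C, then compound for 1 h at 37 °C. Luminescence was read after 15 min at room temperature.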
GLP1R inv ag – GLP-1 receptor (human) inverse agonism; HEK293 GLP-1R CRE-luciferase, luminescence, 24 h; GLP-1R form is constitutively active; AID 624417; hit rate 1.6% among 410,000; Potency, µM (highest dose often 38.3 µM), for inactives: at the top dose activity change, negative = inhibition, actives largely listed as inhibitors; P43220; also: potency is read from the fitted curve at half-maximal effect; % is scaled to controls: 0 for no effect and ±100 for the full control effect; nearly all actives have a fitted effect of over 55% in size
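Inverse agonism was detected as reduced cAMP-driven luciferase luminescence after 24 h compound treatment. The cells were HEK293 clones expressing constitutively active human GLP-1R with the reporter. Reporter-only and GPR119 cell lines served as counterscreen controls.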
EPAC1 antag – EPAC1 (human) antagonism | hit rate 0.14% among 360,000 | Potency, µM (top dose mostly 115 µM), inactives show at the highest dose activity change, negative = inhibition, most hits filed as inhibitors | O95398 | EPAC1 GEF assay, Rap1b-BODIPY-GDP exchange fluorescence;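 also: potency is read from the fitted curve at half-maximal effect; plate controls were vehicle for no effect and positive control for full effect; nearly all actives have a fitted effect of over 50% in size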
PLK1 PBD inh – PLK1 (human) polo-box domain binding inhibition; Plk1 PBD binding of FITC phosphopeptide, fluorescence polarization; Potency, µM, for inactives: max response, negative = inhibition, usual class: inhibitors; hit rate 2.8% among 360,000; AID 720504; also: potency is read from the fitted curve at half-maximal effect; series mostly up to about 57 µM; % is scaled to controls: 0 for no effect and ±100 for the full control effect; nearly all actives have a fitted effect of over 65% in size
IL-2 act – activators of IL-2 | IL-2 activation reporter assay, cell-based qHTS; stimulated with anti-CD3/CD4/CD28 beads; in transgenic mouse T cells | activation, % (series mostly up to about 46 µM) | hit rate 0.065% among 360,000; in the data active = activation above about 50%; inconclusive = mostly about 30% to 49%; also: 0% is about no effect
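Unstimulated transgenic mouse T cells, 750 per well, received compound and, after 60 minutes, anti-CD3/anti-CD4 bead plus anti-CD28 stimulation. EGFP and DsRed were quantified after 18 hours.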
HEK293 tox – cytotoxic in the GLP-1 receptor inverse agonist counter-screen; HEK293 cAMP-luciferase reporter cells, luminescence, 24 h; Potency, µM (doses to about 38.3 µM), without a hit: top-dose activity change, negative = inhibition, actives largely listed as inhibitors; hit rate 0.13% among 410,000;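 also: loss of luciferase light is scored as toxicity; potency is read from the fitted curve at half-maximal effect; % is scaled to controls: 0 for no effect and ±100 for the full control effect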
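To flag toxic compounds, the library was rerun on cells for 24 hr at 37 deg C and 5% CO2. Viability-linked luminescence was captured 12 min after adding luciferase detection reagent.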
GLP1R ag – activates the human GLP-1 receptor | P43220 | HEK293 GLP-1R CRE-luciferase, luminescence, 4-6 h; cells express a hypersensitive GLP-1R form | Potency, µM (titrated, usually from 45.6 µM), for the others: at the highest dose activation, usual class: activators | hit rate 0.007% among 380,000; also: potency is read from the fitted curve at half-maximal effect; % of control where 0% means no effect
* hit, by the source's call; i = inactive; u = inconclusive; x = no result given; [ ] = another dose, or the depositor's remark. Unless noted, calls follow the shape of the dose curve; as a rule, active = well fitted curve in the direction sought with a large enough effect; inconclusive = small, poorly fitted or top-dose-only effect, or another doubt; inactive = no such curve, though single readings can be large; an effect the other way counts as inactive or inconclusive. An excerpt (hit frequency here may not be typical).

SMILES | PI5P4Ka inh | EPAC1 agonist | PTHR1 agonist | GLP1R inv ag | EPAC1 antag | PLK1 PBD inh | IL-2 act | HEK293 tox | GLP1R ag
O=S(=O)(NCC(c1ccco1)N1CCCCC1)c1ccccc1C(F)(F)F (stereo not drawn) | -11 | -14% | -7% | 10µM* | -5% | -7% | -0.6 | -2% | -9%
Brc1ccc(Cn2c(-c3cncs3)nc3ccccc32)cc1 | 5 | 0% | i | -26% | -9% | 3% | 2.9 | 5% | 2%
CCOC(=O)c1cc(OCC)c2c(ccc3cc(OC)ccc32)n1 | -7 | 4% | -15% | -17% | -1% | -7% | -1.8 | -4% | -3%
CCc1cc2c3c(c1)C(C)CC(C)(C)N3C(=O)/C2=C1\SC(=O)NC1=O (stereo not drawn) | 7 | 8% | -24% | 0% | 13% | 30µM* | -1.1 | -25% | 5%
O=C(Nc1ccc(F)cc1F)NC1CCCc2ccccc21 (stereo not drawn) | 0 | -14% | i | u | -19% | -5% | -1.4 | -14% | 0%
COC(=O)C(=O)/C=C(\O)c1ccc(C)cc1 | 2 | 11% | i | -1% | u | -17% | -2.6 | -2% | 5%
O=C(OCCN1CCOCC1)c1ccc(Cl)cc1Cl | -4 | 10% | -6% | -4% | 1% | -2% | 0.4 | 3% | 3%
COCCN1C(=O)C(O)=C(C(C)=O)C1c1ccc(F)cc1 (stereo not drawn) | 1 | 3% | -1%[57.5 µM] | 1% | -7% | 1% | 0.1 | -9% | -14%
O=c1[nH]c(=S)[nH]c2c1C(c1ccc(F)cc1)OC(CCc1ccccc1)C2 (stereo not drawn) | -3 | 10% | -10% | 3% | -3% | -4% | -0.5 | 2% | 7%
CCOc1ccc(N2CC(C(=O)Nc3ccc(N4CCOCC4)cc3)CC2=O)cc1 (stereo not drawn) | -1 | 8% | i | -3% | 18% | -8% | -0.3 | 0% | 2%

One compound at a time (already shown). Screens in order: PI5P4Ka inh, EPAC1 agonist, PTHR1 agonist, GLP1R inv ag, EPAC1 antag, PLK1 PBD inh, IL-2 act, HEK293 tox, GLP1R ag
Results for CCOC(=O)c1cc(OCC)c2c(ccc3cc(OC)ccc32)n1 : -7, 4%, -15%, -17%, -1%, -7%, -1.8, -4%, -3%
Results for CCc1cc2c3c(c1)C(C)CC(C)(C)N3C(=O)/C2=C1\SC(=O)NC1=O (stereo not drawn) : 7, 8%, -24%, 0%, 13%, 30µM*, -1.1, -25%, 5%
Results for O=S(=O)(NCC(c1ccco1)N1CCCCC1)c1ccccc1C(F)(F)F (stereo not drawn) : -11, -14%, -7%, 10µM*, -5%, -7%, -0.6, -2%, -9%
Results for O=C(OCCN1CCOCC1)c1ccc(Cl)cc1Cl : -4, 10%, -6%, -4%, 1%, -2%, 0.4, 3%, 3%

(cont.)
SMILES | PI5P4Ka inh | EPAC1 agonist | PTHR1 agonist | GLP1R inv ag | EPAC1 antag | PLK1 PBD inh | IL-2 act | HEK293 tox | GLP1R ag
Cc1ccc(NC(=S)N2CCC(NC(=O)c3cccc(F)c3)CC2)cc1 | -1 | 11% | i | -5% | -5% | -5% | -0.6 | 1% | 11%
Cc1cc(C(N)=O)nn1-c1c(Cl)cc(Cl)cc1Cl | -5 | -1% | 5% | 1% | 9% | 4% | -0.5 | -12% | -2%
CCCNC(=O)c1onc(CSc2cccc(OC)c2)c1C(=O)NCCC | 1 | -10% | i | u | 1% | -19% | -0.2 | 3% | 11%
COc1ccc(NC(=O)COn2nnc3ccc(Cl)cc32)cc1OC | x | 19% | -9%[57.5 µM] | 0% | -7% | -3% | 0.7 | 9% | 4%
COc1ccc2sc(-c3ccc(N(C)C)cc3)c(C#Cc3cncn3C)c2c1 | 92 | 16% | -23% | -26% | 8% | -3% | -0.5 | 106%[activator] | -2%
C[C@@H]1CN([C@H](C)CO)C(=O)c2cc(Br)cnc2O[C@@H]1CN(C)Cc1ccc(-c2ccccc2)cc1 | 4 | -5% | -25% | u | 3% | 0% | -2.5 | -8% | 6%
O=C(CCc1ccccc1)NNC(=O)Nc1ccccc1 | -8 | 8% | i | -1% | 22% | -1% | -0.9 | -6% | 9%
Cc1ccc(CN2CCC(C(=O)Nc3ccc(Oc4cccnc4)cc3)CC2)cc1 | -4 | 2% | -19% | u | -15% | 1% | -4.1 | -13% | -4%
O=C(COc1ccccc1)N(Cc1cc2ccccc2[nH]c1=O)CC1CCCO1 (stereo not drawn) | -2 | 2% | -15% | 0% | 13% | -4% | -3.1 | -14% | 2%
O=C(NCCOc1ccccc1Cl)C(=O)Nc1ccccc1 | 10 | -13% | i | 20% | -6% | -3% | -0.4 | -18% | 0%
O=C(Nc1cccc(S(=O)(=O)N2CCCCC2)c1)C1CC(=O)N(Cc2ccco2)C1 (stereo not drawn) | 11 | 5% | -29% | -20% | -11% | -5% | 5.0 | -4% | 11%
COCCNC(=O)[C@@]1(Cc2ccccc2)C=C[C@@H](C)N1C(C)=O | -3 | 11% | -40%[inhibitor] | 28% | -16% | 9% | -0.7 | 6% | 0%
CCOc1ccc(CCNC(=O)c2cc3c(s2)-c2ccccc2OC3)cc1OCC | x | x | i | -35% | x | x | x | -16% | -8%
C/C(=N/Nc1ccnc2cc(Cl)ccc12)c1ccc(N)cc1 | -5 | -4% | i | u | -9% | -6% | 0.7 | u | -3%
Cn1nnnc1SCC(=O)N1CCN(S(=O)(=O)c2ccc(Cl)cc2)CC1 | 0 | -5% | -7% | 11% | 11% | 0% | -1.4 | -14% | -11%
Cc1nc2ccc(NC(=O)N3CCOCC3)cc2nc1C | 2 | 10% | 26% | 12% | 1% | 3% | 0.2 | 23% | -5%
O=C(CSc1ccc(-c2ccncc2)nn1)c1ccc(Cl)cc1 | -9 | 3% | i | 1% | 21% | -19% | -0.3 | -1% | 4%
CCN(CC)CCCN(C(=O)c1ccc(OC)cc1)c1nc(-c2ccc(OC)cc2)cs1 | 21 | -3% | i | u | -12% | -6% | -3.3 | -21% | 2%
O=C(O)c1nn(Cc2csc(-c3ccccc3)n2)c(=O)c2ccccc12 | 2 | -2% | -40%[inhibitor] | 18% | -18% | -1% | 2.0 | 11% | 17%
CCn1nc(C(=O)OCC(=O)N2CCc3ccccc32)c2ccccc2c1=O | 5 | 3% | -10%[57.5 µM] | 5% | 2% | -20% | -0.7 | -1% | 7%
CC1CC(=O)c2cnc(N)nc2C1 (stereo not drawn) | 10 | 0% | i | 6% | 0% | -1% | -1.0 | 6% | -4%
CN(C(=O)COc1cccc(Br)c1)C1CCS(=O)(=O)C1 (stereo not drawn) | x | -3% | -9%[57.5 µM] | 1% | 6% | -2% | -1.8 | -7% | -2%
C=CCn1c(=N)c(C(=O)NCCCOC)cc2c(=O)n3cccc(C)c3nc21 | 9 | -4% | -13%[57.5 µM] | 6% | -3% | -10% | 0.2 | i | -3%
C=C(C)COc1ccc(-c2n[nH]c(C)c2-c2ccc(OC)cc2)c(O)c1 | 28 | 0% | i | u | -14% | 2% | -0.9 | u | -44%[inhibitor]
CC(C)c1ccc(NC(=O)C2Cc3c(-c4ccco4)ccnc3O2)cc1 (stereo not drawn) | 0 | 0% | -54%[inhibitor] | -33% | -13% | u | 0.0 | 0% | 7%
Cn1ccnc1SCc1cn2cc(Br)ccc2n1 | 0 | -9% | -13%[57.5 µM] | 4.5µM* | 14% | -6% | 0.6 | -13% | -21%
Cc1ccc(Cn2c(NS(=O)(=O)c3ccccc3)nc3ccccc32)cc1 | -4 | 1% | -5% | -11% | -1% | -7% | -3.7 | 3% | 3%
O=C(Nc1nccs1)c1ncc(Cl)c(Cl)c1Cl | -3 | 5% | -15% | 0% | -18% | -12% | 0.1 | -15% | 10%
CCOc1ccc(S(=O)(=O)Nc2cccc(C(=O)N3CCN(c4ccc(OC)cc4)CC3)c2)cc1 | 5 | 23% | -29% | -17% | -21% | -12% | -1.9 | -4% | -2%
Cc1nc2c([N+](=O)[O-])c(C)c(C)cc2[nH]1 | 2 | -4% | -21% | -17%[7.66 µM] | 0% | -21% | 2.2 | -12%[7.66 µM] | 8%
COc1cc(CNCc2ccncc2)cc(OC)c1OC | 1 | -4% | i | 13% | -9% | -3% | -3.2 | 2% | -7%
COc1ccc(S(=O)(=O)N2CCCC(C(=O)NCc3ccco3)C2)cc1Cl (stereo not drawn) | x | 13% | u | -22% | -1% | -1% | -1.5 | 2% | 2%
O=C(OC(C(=O)c1c[nH]c2ccccc12)c1ccccc1)c1cnccn1 (stereo not drawn) | 0 | -9% | 18% | 2% | -17% | -25% | -2.3 | -1% | 6%
CCOC(=O)C1=NN(c2cccc(C)c2)C2(S1)SC(C(C)=O)=C(C)N2c1ccccc1 (stereo not drawn) | 0 | 2% | i | -8% | -3% | -4% | -0.2 | 0% | -4%
CCC(C)NC(=O)c1cc(C)no1 (stereo not drawn) | 2 | 0% | i | 11% | -5% | 30µM* | 0.0 | -2% | -13%
COc1ccc(S(=O)(=O)N(CC(=O)Nc2cccc(C)c2)c2ccc(C)cc2)cc1OC | x | x | i | 4% | x | x | x | 10% | 4%
Cc1cccc2nc(CSc3nnc(N)s3)cn12 | 0 | 2% | i | 6% | u | -23% | -0.5 | -2% | 6%
CC(C)C[C@H](NC(=O)c1nc[nH]c1C(=O)NCc1ccc(CNC(=O)OC(C)(C)C)cc1)C(=O)OCc1ccccc1 | 12 | -20% | i | u | u | 9% | -0.7 | 2% | -1%
Cn1c(-c2ccsc2)c(-c2cccs2)c2cc(Br)ccc21 | 9 | -1% | i | u | 6% | 2% | 1.5 | -6% | 4%
Cc1ccccc1OCc1nnc2n1CC(C)S2 (stereo not drawn) | 2 | -5% | -16% | 8% | -3% | 3% | -2.5 | 3% | 2%
CN(CC(=O)Nc1cccc(F)c1)C(=O)c1ccccc1-n1cnnn1 | 1 | -2% | -56%[inhibitor] | 6% | 2% | -8% | 6.3 | 5% | 0%
Cc1coc2cc3oc(=O)c(CCC(=O)N4C[C@H]5C[C@@H](C4)c4cccc(=O)n4C5)c(C)c3cc12 | 5 | -25% | -3% | 25% | -8% | -1% | 0.5 | 2% | -1%
